# Compound activity deposited in PubChem by several laboratories.
# Thrombin inh – thrombin (human) inhibition; P00734; alpha-thrombin, Boc-VPR-AMC fluorogenic substrate cleavage; inhibition, % at 5 µM; 220,000 compounds, 0.26% hits; AID 1046;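 active means inhibition at or above 40%; inactive means inhibition below 40%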;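 further: 0% = enzyme with no compound and 100% = wells without enzyme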
#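 Material: human alpha-thrombin enzyme / Medium: pH 7.5 Tris (50 mM) with NaCl 150 mM, Tween 20 0.05% / Compound: single-point dosing at 5 µM, 0.2% DMSO / Incubation: enzyme reaction carried out at room temperature / Detection: AMC fluorescence, 355/460 nm / Read-out basis: percent inhibition scaled between no-compound controls and no-enzyme blanks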
# p97 ATPase inh – inhibitors of human p97 ATPase | recombinant p97 ATPase, Kinase-Glo ATP luminescence, 3 h | inhibition, % at 8 µM | 220,000 compounds, 0.42% hits | P55072; in the data active means inhibition above about 15%;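 further: 0% = DMSO vehicle and 100% = wells lacking enzyme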
# FXIa inh – inhibitors of human coagulation factor XIa | 220,000 compounds, 0.14% hits | AID 798 | purified FXIa, Boc-Glu-Ala-Arg-AMC fluorogenic substrate | inhibition, % at 5 µM | P03951;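 active means inhibition of at least 40%; inactive means inhibition below 40%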;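 further: fluorescence of freed AMC excited at 355 nm; 0% = enzyme without compound and 100% = no enzyme blank; many of its hits are not listed in these tables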
# Furin inhibitor – inhibitors of human furin; P09958; 220,000 compounds, 0.061% hits; purified furin, fluorogenic substrate cleavage; inhibition, % at 30 µM; in the data active means inhibition above about 25%; further: inactives centre near -15
# Target sequence (P09958 108-714 limits assumed): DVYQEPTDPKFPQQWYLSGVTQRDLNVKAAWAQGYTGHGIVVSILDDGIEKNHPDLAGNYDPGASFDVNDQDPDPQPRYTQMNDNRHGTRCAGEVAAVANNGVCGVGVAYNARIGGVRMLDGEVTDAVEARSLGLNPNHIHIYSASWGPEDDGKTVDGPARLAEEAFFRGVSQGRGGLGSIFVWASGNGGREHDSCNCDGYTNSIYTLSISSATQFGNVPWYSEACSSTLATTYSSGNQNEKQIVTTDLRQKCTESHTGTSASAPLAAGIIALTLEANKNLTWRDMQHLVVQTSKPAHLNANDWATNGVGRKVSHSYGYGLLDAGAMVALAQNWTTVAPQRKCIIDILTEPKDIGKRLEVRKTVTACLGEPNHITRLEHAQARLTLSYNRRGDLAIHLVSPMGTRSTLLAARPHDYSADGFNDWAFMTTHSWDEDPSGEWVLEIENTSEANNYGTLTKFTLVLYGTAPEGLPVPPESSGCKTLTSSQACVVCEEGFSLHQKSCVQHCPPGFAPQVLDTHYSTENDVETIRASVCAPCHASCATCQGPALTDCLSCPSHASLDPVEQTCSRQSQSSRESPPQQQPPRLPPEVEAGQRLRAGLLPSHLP
# Wee1 stabilizer – human Wee1 degradation inhibition, primary screen | P30291 | HeLa Luc-Wee1K328M stability, luciferase luminescence; 100% = proteasome inhibitor MG132 effect | 220,000 compounds, 1.2% hits | reporter increase, % at 5 µM;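 active means activation above the mean of all tested compounds plus 3 SD, set per screening run, cut at about 8.8% in these data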;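 further: cells exposed to compound for 20 h before luminescence read; 0% = DMSO alone and 100% = MG132 at 30 µM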
# Cl transport mod – modulates chloride dependent transport by human KCC2; Q9H2X9; KCC2 cells, thallium flux FluoZin-2 fluorescence; B-score of Tl+ flux slope (higher = more flux/activation; lower = inhibition) at 10 µM; 190,000 compounds, 2.2% hits; AID 1456;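 active means thallium flux slope and its plate-corrected score both differing from the plate sample mean at a set confidence after two filtering rounds, in either direction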;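 further: slope of fluorescence scaled to starting intensity during 10 to 20 s after thallium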
# hK5 inh – inhibitors of human kallikrein 5. Q9Y337. recombinant hK5, fluorogenic AMC substrate cleavage. inhibition, % at 5 µM. 210,000 compounds, 0.59% hits;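 active means inhibition of 40% or more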;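 further: 0% = enzyme controls without compound and 100% = no-enzyme blanks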
# Target sequence (Q9Y337 67-293 limits assumed): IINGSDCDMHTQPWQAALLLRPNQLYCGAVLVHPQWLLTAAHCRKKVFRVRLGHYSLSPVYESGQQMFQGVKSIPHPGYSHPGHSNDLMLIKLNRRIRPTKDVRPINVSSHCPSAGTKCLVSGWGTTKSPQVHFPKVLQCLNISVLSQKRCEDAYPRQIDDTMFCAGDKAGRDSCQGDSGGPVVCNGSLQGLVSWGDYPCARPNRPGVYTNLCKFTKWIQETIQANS
# PERK inhibitor – blocks human PERK kinase; Q9NZJ5; 220,000 compounds, 0.17% hits; inhibition, % at 5.6 µM; CHO PERK-DD fusion, SEAP luminescence translation reporter;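 active means inhibition above the mean inhibition of all tested compounds plus 3 SD, set separately per screening campaign, cut at about 2.9% in these data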;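 further: PERK kinase domain activated by AP20187 dimerizer at 100 nM; 0% = DMSO with dimerizer and 100% = rapamycin at 8.4 µM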
# FXIIa inh – factor XIIa (human) inhibition. purified FXIIa, Boc-QGR-AMC fluorogenic substrate, 2 h. AID 800. P00748. inhibition, % at 5 µM. 220,000 compounds, 0.3% hits; in the data active means inhibition above about 40%;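 further: 0% = enzyme with no compound and 100% = blank without enzyme; many of its hits are not listed in these tables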
# * marks the source's active call; other numbers are inactive results; . = not tested or not shown; [ ] = remark or other dose.
SMILES,Thrombin inh,p97 ATPase inh,FXIa inh,Furin inhibitor,Wee1 stabilizer,Cl transport mod,hK5 inh,PERK inhibitor,FXIIa inh
c1ccc(C2=Nn3c(nnc3-c3n[nH]c4c3CCC4)SC2)cc1,-10,3,-12,-20,-1,-0.96,-26,0.1,4
Cc1cccc(NCc2ccccc2O)c1C,10,1,10,-22,1,.,11,1.4,27
Cc1c(/C=N/n2cnnc2)c2ccccc2n1CCOc1ccccc1,-3,2,0,-11,-1,.,-4,-0.2,4
CN1C(=O)/C(=C\C=C2/CCCN2C)N(C)C1=S,14,2,7,-11,1,-0.68,9,0.6,19
CCOc1cc(S(=O)(=O)NCc2ccc(OC)cc2)c(OCC)cc1-n1cnnn1,69*,-4,18,-7[20 µM],5,1.3,46*,-1.4,20
O=c1c2ccccc2nnn1CSc1ccc2c(c1)OCCO2,5,3,1,-25,3,1.3,-14,1.1,15
O=C(CCN1CCN(c2ccc(Cl)cc2)CC1)Nc1nccs1,3,3,-14,-23[20 µM],3,-0.68,5,-0.2,12
Cn1c(CNC(=O)c2ccco2)nnc1SCC(=O)Nc1ccc(Br)cc1F,-2,3,8,-15,1,-0.039,-12,0.9,10
Cc1ccccc1CN1CCN(S(C)(=O)=O)CC1,-3,2,-4,-15[20 µM],2,-0.78,-6,1.5,1
Nn1c(SCC(=O)Nc2ccc(Oc3ccccc3)cc2)nnc1C1CC1,-8,2,-5,-16[20 µM],0,-0.015,9,-0.1,-3
Cc1ccc(C(=O)NC(=S)NCC(=O)c2ccccc2)cc1,1,3,3,-12[20 µM],-1,.,-10,0.4,26
S=C(NCc1ccco1)N/N=C/c1ccncc1,2,7,3,11,4,0.27,-2,1.3,9
CCCc1cc(C(=O)NCc2ccc(OC)cc2)no1,-5,-3,2,-11,5,0.03,-22,0.8,9
Cc1cc(C)nc(SCC(=O)Nn2cnnc2)n1,-12,-4,-1,-8,-1,-0.93,-2,0.5,-5
Cc1cccc(-n2c(O)cnc2Nc2nc(C)cc(C)n2)c1,-8,4,-1,-17,-3,0.18,3,-0.3,6
CCN(CC)C(=O)c1ccc(COc2ccccc2Br)o1,-4,-5,1,-19,5,.,0,-0.1,10
Cc1ccc(Cn2nnc3c(=O)[nH]c(C4CCN(S(=O)(=O)c5cc(C)ccc5C)CC4)nc32)cc1,3,3,4,-18,6,-0.56,20,-1.0,14
Cc1ccc(NC(=O)Cc2cn3ccsc3n2)nc1,-6,-3,0,-12,-1,0.42,4,-0.3,10
O=C(O)c1ccc(CSc2nnc(-c3ccncc3)n2-c2ccc(Cl)cc2)cc1,3,1,3,-28,1,0.55,23,0.8,13
CC1C(c2ccccc2)=NNc2nc3c(c(=O)n(C)c(=O)n3C)n21 (stereo unspecified),2,4,3,-27,0,-0.15,7,1.1,8
CCCNC(=S)Nc1ccc2nc(-c3ccccn3)c(-c3ccccn3)nc2c1,3,-4,8,-13,-1,0.45,-25,0.1,6
N#Cc1cc2c(N)c(C(=O)Nc3ccccc3)sc2nc1N,26,-7,-8,-11[20 µM],5,0.0023,-23,0.1,-10
NS(=O)(=O)c1ccc(NCc2ccccc2OCc2ccccc2F)cc1,4,3,8,-14[20 µM],-2,.,-8,1.4,14
CC(=O)NC1=NN(C(C)=O)C2(S1)C(=O)N(C(C)C)c1ccc(C)cc12 (stereo unspecified),0,1,0,-11[20 µM],-2,.,-4,0.8,16
Cc1cc(C)n(CC(O)COc2ccccc2C)n1 (stereo unspecified),-3,-3,-2,-32,1,.,2,-0.1,9
SMILES,Thrombin inh,p97 ATPase inh,FXIa inh,Furin inhibitor,Wee1 stabilizer,Cl transport mod,hK5 inh,PERK inhibitor,FXIIa inh
S=C(NCCc1ccccc1)NN=C1CCCCCC1,-5,-4,-6,-8,-1,9.4*,-17,0.2,6
CN1CCc2c(sc3c2c(NCc2ccco2)nc2nnnn23)C1,1,5,0,-12,3,-0.16,-5,1.2,9
CCOc1ccc(/C=N/NC(=O)c2ccccc2NC(=O)c2ccc(OC)cc2)cc1,-10,-10,-2,-7,0,0.06,-14,-0.3,2
Cc1cc(F)ccc1NC(=O)c1cccnc1,2,4,-2,-25,0,0.18,2,1.9,6
Cn1cc(Br)c(C(=O)Nc2ncc(Br)s2)n1,0,3,-4,-7,3,-1.2,-12,0.3,0
CCCCc1ccc(NC(=S)N2CCCC(CO)C2)cc1 (stereo unspecified),-7,-7,-10,-6,3,-0.13,-15,-0.1,-6
CCc1ccc(NC(=O)C(=O)N/N=C(\C)CC(=O)NCCOC)cc1,0,1,-1,-22,-1,2.2,.,2.1,7
COCCCNC(=O)c1ccccc1NS(=O)(=O)c1ccc(C)cc1,0,-5,1,-13[20 µM],0,-0.61,-23,-0.6,16
CCN(Cc1ccccc1)S(=O)(=O)c1nc2nc(C)c(C)c(C)n2n1,-5,3,-9,-18,-2,-0.55,-8,-0.2,0
CC(=O)Nc1nc(N(C)C)nc(N(C)C)n1,-10,1,-5,-23,-2,1.9,3,1.2,2
Cc1ccccc1C(=O)N/N=C/c1ccncc1,1,2,7,-22[20 µM],-3,-0.99,-7,0.9,26
COc1ccc(NC(=O)CCc2nc3ccccc3[nH]2)cc1,1,-2,-4,-4,2,0.054,4,1.2,4
N/C(=N\N=C\c1cccc(O)c1)c1nonc1N,-5,-9,-13,-6,-2,-1.2,-4,0.5,2
Cc1noc(C)c1COC(=O)Cc1ccc(Br)cc1,-4,-4,-1,-30,1,-1.1,-1,0.0,11
CCn1c(CSc2nc3ccccc3s2)nc2ccccc21,-6,-6,-5,-10[20 µM],2,-4.2,-4,-3.0,2
Cc1ccc(NC(=O)N2C(=O)C3(OCCO3)c3ccccc32)cc1,-2,4,-1,-28,21*,0.35,-18,1.1,13
CC(=O)Nc1ccc(OCC(O)Cn2ccnc2)cc1 (stereo unspecified),-12,2,-5,-22,2,.,-7,1.1,1
CCOc1ccc(N2CC(=O)N/C2=N\c2nc(C)cc(C)n2)cc1,-3,5,-18,-7,-2,-0.33,-19,1.2,5
O=C(Oc1cccc([N+](=O)[O-])c1)c1cc(-c2ccccc2)nc2ccccc12,3,4,-2,-15,3,-0.41,-3,0.5,-1
COc1ccccc1-c1c(C)nn2c(N3CCC4(CC3)OCCO4)cc(C)nc12,0,-7,-12,-7[20 µM],0,0.11,-3,-0.8,8
COc1ccc(Cl)cc1NC(=O)C(=O)N/N=C/c1cc(C)n(-c2ccc(C)cc2)c1C,-4,8,3,-8[20 µM],0,1.3,-15,0.1,3
CCOC(=O)N1CCC(N(CCN(C)C)C(=S)Nc2cccc(SC)c2)CC1,3,1,3,-12,0,-1.7,-6,0.3,6
CCCc1cc(=O)[nH]c(Nc2ccc3c(c2)OCCO3)n1,5,1,-1,-20,-3,0.25,-3,0.8,8
O=C(Nc1ccc(Cl)cc1C(=O)NCc1cccnc1)c1ccc(Cl)cc1Cl,-7,5,4,-15,6,-0.21,-2,-0.3,7
CC(C)CCNC(=O)CCc1nnc(COc2ccccc2)o1,2,-1,3,-1,3,-0.28,2,0.4,9
SMILES,Thrombin inh,p97 ATPase inh,FXIa inh,Furin inhibitor,Wee1 stabilizer,Cl transport mod,hK5 inh,PERK inhibitor,FXIIa inh
COc1ccc(CCNC(=S)NC(=O)c2ccccc2)cc1OC,-7,0,1,-28,1,-0.64,-6,0.9,7
CCOc1nc(C)cc(COC)c1C(N)=O,1,2,26,-19,2,1,-5,0.7,8
Cc1nc(Cl)c(C(=O)NCc2ccccc2)c(C)c1Cl,-2,2,-1,-32,2,-0.27,.,1.6,6
CCOC(=O)c1cn2nc(-c3ccc(OC)cc3)cc2nc1C1CCN(C(=O)OC(C)(C)C)CC1,1,3,-9,7[20 µM],-1,0.091,-3,0.0,-16
CCCCNC(=O)c1ccccc1C(=O)NCCCC,0,1,0,-20[20 µM],-1,-0.77,2,0.1,11
Fc1ccc(C2=Nn3c(Cc4ccccc4)nnc3SC2)cc1,10,0,-9,-19,-1,-0.66,3,0.7,-1
Cc1ccc(NC(=O)NC(=O)N(c2ccccc2)S(C)(=O)=O)cc1,-8,3,1,-10,-3,0.36,-10,0.4,9
O=C(COC(=O)c1ccc(F)cc1)Nc1ccc(Cl)cn1,4,5,3,-13,3,1.7,0,1.0,8
Cc1ccc(Cl)cc1N1CCN(C(=O)C2CCN(S(=O)(=O)c3cnc[nH]3)CC2)CC1,-11,-1,-8,-7,0,-0.14,11,-0.7,-5
CCCCCn1c(N2CCC(Cc3ccccc3)CC2)nc2c1c(=O)[nH]c(=O)n2C,.,-10,.,-8,6,-5.5*,.,-1.1,.
Cc1ccc(C(=O)N2CCC3(CC2)Oc2ccc(F)cc2C(=O)C32CC(c3cccnc3)=NO2)s1 (stereo unspecified),-2,.,2,-28,.,-1.2,0,.,9
COc1cccc(CN2CCN(CC(=O)Nc3ccccc3Cl)CC2)c1,1,-5,8,-19,1,.,-4,-1.0,18
COc1ccccc1NC(=O)c1ccc2nc(-c3ccccc3)c(-c3ccccc3)nc2c1,6,7,5,-17,-1,0.087,6,2.0,22
Cc1ccc(-n2c(SCC(=O)NCCN3C(=O)CSC3=O)nnc2-c2ccccc2)cc1C,-8,-7,-9,-11,-1,0.45,7,-1.0,0
CN(CC(=O)Nc1cccnc1)S(=O)(=O)c1ccccc1,2,0,-9,-8[20 µM],1,0.96,-19,1.4,8
O=c1c2ccccc2nnn1CSc1nnc2sc3ccccc3n12,-1,3,-5,-8[20 µM],2,1.1,1,1.1,3
O=C(CCn1nc(-c2ccc(F)cc2)ccc1=O)NCc1ccccc1,0,-12,1,-5,5,-0.58,-4,-0.1,8
CN1C(=O)NC(c2ccc(O)cc2)C2=C1CN(c1ccc(O)cc1)C2=O (stereo unspecified),-2,-3,-6,-13,-1,0.34,0,-0.4,5
COc1ccc(OC)c(C(=O)CC2OC(=O)c3ccccc32)c1 (stereo unspecified),4,1,4,-20,3,-0.85,19,0.9,19
COc1ccc(C)cc1NC(=O)CNC(=O)Cn1ccc2ccccc2c1=O,9,3,20,2[20 µM],0,-0.084,-2,-0.7,26
ClC(=C\c1ccccc1)/C=N/N1CCN(c2ccccn2)CC1,3,1,4,-16[20 µM],-1,.,5,-0.5,14
Cc1ccc(C)c(N2CCN(c3cnn(-c4nc5ccccc5s4)c(=O)c3Cl)CC2)c1,-6,5,2,-27,1,1.1,-6,0.9,2
Cc1cc(C)n(-c2ccc(Cl)c(C(=O)NCc3ccccc3)n2)n1,-5,1,-7,-17,0,1.4,-10,-0.1,0
COc1ccccc1C1(O)CCN(CC(=O)Nc2nc(-c3ccccc3)cs2)CC1,-3,5,-4,-27,5,-0.64,0,0.0,2
COc1cc(C2c3cc4c(cc3C(OC3OC5COC(c6cccs6)OC5C(O)C3O)C3COC(=O)C23)OCO4)cc(OC)c1O (stereo unspecified),1,8,2,-27,-3,0.96,4,0.6,5
CC(=O)c1ccc(NC(=S)N2c3ccccc3CC2C)cc1 (stereo unspecified),5,0,-3,-4,1,-0.41,0,0.3,4

# Complete entries from above:
# Record of `COc1ccccc1C1(O)CCN(CC(=O)Nc2nc(-c3ccccc3)cs2)CC1` → Thrombin inh: -3; p97 ATPase inh: 5; FXIa inh: -4; Furin inhibitor: -27; Wee1 stabilizer: 5; Cl transport mod: -0.64; hK5 inh: 0; PERK inhibitor: 0.0; FXIIa inh: 2
# Record of `CN1C(=O)NC(c2ccc(O)cc2)C2=C1CN(c1ccc(O)cc1)C2=O` (stereo unspecified) → Thrombin inh: -2; p97 ATPase inh: -3; FXIa inh: -6; Furin inhibitor: -13; Wee1 stabilizer: -1; Cl transport mod: 0.34; hK5 inh: 0; PERK inhibitor: -0.4; FXIIa inh: 5
